SUMO Mot1 rescue – blocks SUMOylation pathway, rescuing yeast Mot1-301 growth; growth rescue, % at 18.8 µM; 320,000 tested, 1% active; S. cerevisiae Mot1-301 growth rescue, ATP luminescence, 38.5C; percent above DMSO median, 100 means doubled;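 active = every valid replicate shows activation above 250% relative to neutral control wells; inactive = the rest, any valid replicate at or below 250%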;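 also: OY570 slx delta 5 strain wells were the positive control but not used for scaling; some compounds called inactive have numbers as strong as hits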
phage Ecoli inh – E. coli growth loss with phage present | growth absorbance | inhibition, % at 11.9 µM | 360,000 tested, 0.26% active | AID 651602; in the data active = inhibition above about 11%
PKA-R1A activ – PKA-R1A complex activation; PKA-R1A dissociation, Cy5-IP20 fluorescence polarization; scaled: DMSO 0%, 113 µM cGMP 100%; activation, % at 11.4 µM; 340,000 tested, 0.083% active; AID 504707;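 active = percent activation above the mean of all tested compounds plus 3 SD, cut at about 19% in these data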;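 also: higher means more PKAc released from R1A so a rise in polarization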
AddAB inh – less growth of phage-infected E. coli with AddAB; E. coli expressing H. pylori AddAB, absorbance growth; inhibition, % at 11.9 µM; 330,000 tested, 0.29% active; AID 435030; in the data active = inhibition above about 12%;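 also: 0% = vehicle wells of infected cells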
Pemphigus Ab inh – inhibitors of pemphigus antibody binding to human desmoglein-3; P32926; binding (percent of control), % at 10 µM; DSG3-coupled beads, scFv-anti-DSG3-GFP binding, flow cytometry; stronger effect = lower value; AID 588358; 310,000 tested, 0.48% active;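 active = binding more than 3 SD below its plate's average and above zero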;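 also: hits lower antibody fragment binding to DSG3; some compounds called inactive have numbers as strong as hits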
OPRM1-OPRD1 inv – inverse agonist of human OPRM1-OPRD1 heterodimerization; P35372+P41143; cell-based MOR-DOR heterodimer luminescence, inverse agonism; inhibition, % at 9.3 µM; 340,000 tested, 0.21% active; in the data active = inhibition above about 22%, passing the limit was not always enough;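 also: 0% = cells with DMSO and 100% = wells without cells with DMSO; values of inactives mirror those of a sister screen read the other way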
Target sequence (P35372 whole entry, looked up): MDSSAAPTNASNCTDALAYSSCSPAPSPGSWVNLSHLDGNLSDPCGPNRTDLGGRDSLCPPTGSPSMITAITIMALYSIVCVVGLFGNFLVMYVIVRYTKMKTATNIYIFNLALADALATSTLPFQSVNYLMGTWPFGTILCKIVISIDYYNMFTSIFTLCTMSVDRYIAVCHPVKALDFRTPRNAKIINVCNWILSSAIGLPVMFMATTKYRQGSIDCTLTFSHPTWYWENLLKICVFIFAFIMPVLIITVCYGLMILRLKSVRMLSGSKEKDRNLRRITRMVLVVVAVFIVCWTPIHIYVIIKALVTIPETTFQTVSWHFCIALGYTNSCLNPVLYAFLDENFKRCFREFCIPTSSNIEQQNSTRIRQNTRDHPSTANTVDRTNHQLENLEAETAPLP
Target sequence (P41143 whole entry, looked up): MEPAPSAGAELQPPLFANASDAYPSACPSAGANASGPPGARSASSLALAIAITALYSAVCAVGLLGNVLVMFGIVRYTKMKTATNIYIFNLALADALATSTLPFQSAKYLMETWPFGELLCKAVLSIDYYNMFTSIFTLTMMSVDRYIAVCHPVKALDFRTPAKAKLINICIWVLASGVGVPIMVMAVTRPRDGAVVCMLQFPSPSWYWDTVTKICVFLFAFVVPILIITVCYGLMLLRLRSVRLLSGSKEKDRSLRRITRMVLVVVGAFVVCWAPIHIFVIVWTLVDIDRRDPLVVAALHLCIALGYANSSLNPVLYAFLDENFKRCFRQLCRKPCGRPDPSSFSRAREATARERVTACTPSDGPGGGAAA
HTR5A ag – HTR5A agonism, opioid heterodimer counter-screen; P47898; 340,000 tested, 0.61% active; activation, % at 9.3 µM; HTR5A agonist assay, luminescence, cell-based; in the data active = activation mostly above about 9.5%, no sharp cut-off; inactive = mostly below about 7.6%;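 also: 0% = cells with vehicle only and 100% = reference agonist; strong numbers were not always called active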
PfHsp90 yeast 2 – reduces growth (ATP signal) of yeast expressing P. falciparum Hsp90. inhibition, % at 9.4 µM. S. cerevisiae expressing PfHsp90, BacTiter-Glo ATP, 48 h; yeast lacking PDR1 and PDR3 efflux regulators. 310,000 tested, 0.32% active;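 active = every replicate shows inhibition above about 80%, whatever the replicate mean, limit read from the data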;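 also: 0% = DMSO neutral controls and 100% = 20 µM radicicol positive controls; yeast relying on Plasmodium falciparum Hsp90 in place of its own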
Ecoli viability – reduces bacterial viability in AddAB counter-screen; 330,000 tested, 0.27% active; inhibition, % at 11.9 µM; E. coli V3065 growth, OD600 absorbance, 18 h;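 active = inhibition above the campaign's mean inhibition across all tested compounds plus 3 SD, cut at about 9.9% in these data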;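 also: uninfected addAB+ strain grown without phage in ampicillin broth; 0% = DMSO wells and 100% = ciprofloxacin 0.95 µg/ml wells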
HTR5A inv ag – HTR5A inverse agonism, opioid heterodimer counter-screen | P47898 | HTR5A cell line, luminescence | inhibition, % at 9.3 µM | 340,000 tested, 0.083% active | AID 504634; in the data active = inhibition mostly above about 23%, no sharp cut-off; inactive = mostly below about 18%;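 also: 0% = cells with DMSO and 100% = no-cell wells with DMSO; some compounds called inactive have numbers as strong as hits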
OPRM1-OPRD1 ag – agonists of human mu-delta opioid receptor heterodimerization; AID 504326; activation, % at 9.3 µM; cells, OPRM1-OPRD1 heterodimerization, luminescence; 340,000 tested, 0.3% active; in the data active = activation above about 18%;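 also: 0% = vehicle-treated cells and 100% = reference agonist; values of inactives mirror those of a sister screen read the other way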
Starred values were filed as active, the others as inactive; . = no result given.

smiles	SUMO Mot1 rescue	phage Ecoli inh	PKA-R1A activ	AddAB inh	Pemphigus Ab inh	OPRM1-OPRD1 inv	HTR5A ag	PfHsp90 yeast 2	Ecoli viability	HTR5A inv ag	OPRM1-OPRD1 ag
CCC[C@H]1COCCS(=O)(=O)N1Cc1ccccc1	633	0.2	-6	3.1	106	-19	17	-6	0.0	-14	3.4
CCn1c(-c2cc(OC)c(OC)c(OC)c2)n[nH]c1=S	-6	4.4	1	-0.3	114	11	-1	5	-1.3	6	-1.9
CCCC1C2CN(C(C)C)CC=C2C(C#N)=C(N)C1(C#N)C#N (stereo unspecified)	4	0.0	3	2.9	.	-28	8	9	1.7	-22	4.6
CC1S/C(=N/N=C/c2ccco2)NC1=O (stereo unspecified)	5	3.8	-7	1.6	104	-4	0	-6	1.0	4	1.0
C=CCc1cc(C)ccc1OCCCC(C(=O)OCC)C(=O)OCC	14	4.6	4	1.4	97	-19	7	-21	-1.9	4	3.4
Cc1ccc(S(=O)(=O)NC2=NCN(CCN3CCOCC3)CN2)cc1	-1	1.1	-6	2.7	105	4	0	.	2.7	-14	-0.6
O=S(=O)(NC1=NCCCCC1)c1ccc2ccccc2c1	4	1.8	0	-0.6	99	-2	3	-15	-2.6	-8	0.3
COc1ccc(CNC(=O)CN(C(=O)CCC(=O)Nc2ccccn2)c2cccc(C)c2)cc1	-15	0.9	4	-1.9	103	7	0	-18	-0.9	-17	-1.4
CCOc1cccc(/C=N/NC(=O)c2cc(C3CC3)[nH]n2)c1O	-5	3.6	2	6.5	115	9	-2	-12	-2.7	7	-1.8
N/C(=N\O)c1cn(Cc2ccccc2Cl)c2ccccc12	-2	4.8	-10	3.2	102	6	3	8	3.0	-11	-1.3
O=C(COC(=O)c1ccc[nH]c1=O)NCCC1=CCCCC1	-18	3.0	7	-0.7	90	1	-4	.	-2.1	14	-0.2
COC(=O)c1c(NC(=O)COC(=O)CNC(=O)c2ccco2)sc(C)c1C	-3	1.7	-6	4.0	.	6	8	12	1.0	11	-1.1
CCCCNc1nnc(SCC(=O)c2c(N)n(C3CC3)c(=O)[nH]c2=O)s1	21	1.8	0	-1.7	98	13	1	.	-1.1	9	-3.4
CCOC(=O)C1=C(COC(=O)C2CC(=O)N(c3ccc(C)cc3)C2)NC(=O)NC1C (stereo unspecified)	-6	4.6	8	1.9	105	1	-1	.	-0.1	2	-0.1
Cc1ccc(NS(=O)(=O)c2c(C)[nH]c(C)c2C(=O)N2CCCCC2)c(Cl)c1	477*	-0.5	-8	2.7	110	10	1	10	-3.0	-4	-2.0
COc1ccc(N=Cc2cccc(C)c2O)cc1Cl	6	1.4	-2	3.6	95	6	0	33	2.8	-30	-1.1
CC(C)=CCCC1=CCC(/C=N/NC(N)=O)C(C)C1 (stereo unspecified)	-16	0.2	5	1.5	95	-6	-2	10	0.5	-10	1.1
CCCn1nc(C(=O)NCCN2CCOCC2)c2ccccc2c1=O	51	0.8	-2	2.1	108	1	5	.	-0.9	-9	-0.1
S=C(c1ccc2c(c1)OCO2)N1CCCCCC1	12	4.3	1	-1.2	.	9	0	-7	-1.8	10	-1.7
COc1ccc(C(=O)N2CCCCC2)cc1S(=O)(=O)Nc1ccccc1	-4	-0.3	2	1.4	97	1	5	-61	-1.1	0	-0.2
CCOC(=O)c1ccc(N2C(=O)C3C(/C=C/c4ccccc4)OC4(C(=O)c5ccccc5C4=O)C3C2=O)cc1 (stereo unspecified)	2	2.2	-13	2.2	99	13	-4	-2	3.3	12	-2.2
CCOC(=O)c1ccc(NC(=O)CSc2nc3sc(C(=O)O)c(C)c3c(=O)[nH]2)cc1	-23	2.6	-1	4.8	101	7	3	1	-1.0	-8	-1.2
COc1ccc(OC)c2[nH]c(=O)c(CCNC(=O)c3cccs3)cc12	-23	4.2	4	1.6	105	-1	2	2	-1.6	-5	0.2
CCCN(CCC)Cc1c(C(=O)N/N=C/c2ccncc2)nnn1-c1nonc1N	227	2.8	8	0.7	105	11	3	-5	-1.6	-10	-2.4
COc1ccc(CCNC(=O)C2CC(=O)N(c3ccc(C)cc3)C2)cc1 (stereo unspecified)	89	-1.1	-3	4.0	98	4	5	4	0.1	-16	-0.7
CCN(CC)S(=O)(=O)c1ccc(OC)c(NC(=O)CSc2cc(Cl)ccc2Cl)c1	-1	4.0	4	0.7	109	-1	0	-34	-0.2	28	0.2
CC1(CC(=O)N/N=C/c2ccc(OCc3ccc(Cl)cc3Cl)cc2)OCCCO1	114	3.1	-3	2.4	100	7	8	23	-1.9	28	-1.4
O=c1[nH]c2ccccc2nc1/C=C/c1ccccc1	52	2.9	-14	0.5	104	-7	-2	-16	-1.3	7	1.4
Cc1cccc(NC(=O)C2CCN(c3ncnc4c3nc3n4CCCCC3)CC2)n1	-3	1.8	-11	4.5	104	10	-2	7	0.0	6	-1.9
Fc1ccccc1-n1cc(-c2ccccc2)[nH]c1=S	450*	3.2	-3	0.7	.	-4	-2	-5	0.6	33	1.0
CC(C)Oc1cccc(C(=O)NC(=S)Nc2cccc(C(F)(F)F)c2)c1	-1	5.2	-10	2.5	102	4	-2	2	0.4	5	-0.9
O=C(CSc1ncn[nH]1)N1CCOCC1	10	1.7	-14	3.9	97	-2	0	-1	0.6	-1	0.3
CCOc1ccc(S(=O)(=O)NCc2ccc3c(c2)OCO3)cc1NC(C)=O	15	-0.9	-6	0.8	118	7	2	-1	2.0	-8	-1.5
CCN(CC)C(=O)C(C)N(C#N)c1nc(NC(C)C)nc(NC(C)C)n1 (stereo unspecified)	-2	2.1	5	2.1	104	13	1	.	0.3	-30	-2.5
Oc1ccc(Cl)cc1C=NN1CCCCCC1	.	1.1	-5	.	102	-5	0	.	.	0	1.1
COc1ccc(C(=O)NC(NC(=O)c2ccc(OC)cc2)c2ccccc2F)cc1	-9	3.8	-11	3.5	808	-1	3	11	-1.0	-8	0.2
CC(C)(C)c1[nH]nc2c1C(Cc1ccccc1)C(C#N)=C(N)O2 (stereo unspecified)	-6	3.3	-4	2.4	.	3	4	-4	0.5	5	-0.6
CC(C)c1cccc(C(C)C)c1NC(=O)Cn1c(=O)cnc2ccccc21	-3	3.8	-1	5.0	89	10	3	-16	-1.3	-7	-1.6
CC(C)CC1=NN2C(=N)/C(=C\c3coc4ccccc4c3=O)C(=O)N=C2S1	.	2.5	-13	.	109	-17	-4	-28	.	10	2.3
Cc1cc2c(cc1C)N(Cc1ccc(Cl)cc1)C1=NCCCN12	10	4.3	-7	3.3	.	16	-8	3	0.8	20	-3.2
CC(=O)N1CC(C)Sc2ccc(S(=O)(=O)NCCc3cccc(C)c3)cc21 (stereo unspecified)	-3	2.0	-9	1.9	103	2	4	-14	-1.0	-28	-0.4
O=C(Nc1cccc2c1CCCC2)c1ccc(F)cc1	3	0.8	0	1.3	.	8	4	-1	1.2	11	-1.7
O=C1c2ccccc2-c2c1cccc2C(=O)N1CCCCC1	5	0.2	4	-1.1	99	4	-4	7	-1.0	16	-0.8
O=c1[nH]c(SCc2nc3c(cnn3-c3ccccc3)c(=O)[nH]2)nc2ccccc12	.	2.3	1	.	107	18	4	-18	.	18	-4.3
O=C(CN1C(=O)COc2ccc(Cl)cc21)Nc1ccc(N2CCOCC2)cc1	-21	2.0	-4	0.4	.	-14	4	0	-0.4	-6	2.5
O=C(Nc1ccc(N2CCCC2)c(Cl)c1)c1cccc(-c2cc3ccccc3oc2=O)c1	9	1.8	6	2.7	.	2	-3	10	1.5	-44	-0.3
O=C(CN1CCN(S(=O)(=O)N2CCCCCC2)CC1)Nc1ccc(Br)cc1	63	2.1	0	-1.3	.	-7	1	-18	0.8	6	1.3
CC1CCCC(C)N1C(=O)COC(=O)/C=C/c1ccco1 (stereo unspecified)	2	1.1	-4	0.7	104	0	3	-8	-2.3	-12	-0.1
O=C(Nc1cccc(S(=O)(=O)N2CCOCC2)c1)C1CCCCN1S(=O)(=O)c1ccccc1 (stereo unspecified)	.	0.2	-13	.	100	-1	13	-22	.	-34	0.1
CN(CC(=O)Nc1c(Cl)cccc1Cl)C(=O)c1ccc2nc[nH]c2c1	23	1.5	-15	3.2	104	0	-3	12	0.7	9	0.1
CCOC(=O)c1nc2cc3n(c(CC(C)C)c-2c1C)CC(C)=C3C	-24	2.8	9	4.6	.	-9	2	-38	0.8	-2	1.6
COc1ccc(N2CCN(C(=O)NC3CCCCC3)CC2)cc1	11	1.4	0	-0.2	.	9	-2	22	1.8	-6	-2.0
COc1ccc2nc(N/C(=N/S(=O)(=O)c3cccs3)c3ccccc3Cl)sc2c1	97	-0.5	-17	3.9	99	-2	-3	-2	1.3	0	0.3
CCOc1ccc(N(C(=O)c2ccc(S(=O)(=O)N3CCCC3)cc2)C2C=CS(=O)(=O)C2)cc1 (stereo unspecified)	16	2.3	8	3.7	112	4	-2	2	-0.3	7	-0.7
COc1ccc2nc(-c3ccc(Cl)cc3)cc(C(=O)O)c2c1	30	-1.3	0	0.3	91	10	3	16	1.3	-15	-1.9
COc1cc2c(cc1OC)C(c1cc3cc4c(cc3[nH]c1=O)OCO4)N(C(=O)C1CC1)CC2 (stereo unspecified)	-22	1.4	4	1.6	100	7	3	-22	-0.4	-10	-1.2

Following part.
smiles	SUMO Mot1 rescue	phage Ecoli inh	PKA-R1A activ	AddAB inh	Pemphigus Ab inh	OPRM1-OPRD1 inv	HTR5A ag	PfHsp90 yeast 2	Ecoli viability	HTR5A inv ag	OPRM1-OPRD1 ag
O=C(/C=C/Nc1ccccc1)C(F)(F)F	0	-5.2	-1	-2.2	112	15	7	.	1.8	17	-3.1
CC(C)Oc1ccc(CNC(=O)c2ccc3nc(N4CCOCC4)sc3c2)cc1	-5	3.4	-13	1.0	100	9	6	-9	1.5	-15	-1.7
COc1cc(S(=O)(=O)n2nnc3ccccc32)c(OC)cc1Cl	-14	2.7	0	-0.2	100	8	1	12	-1.1	-6	-1.4
Cc1ccc(NC(=O)Nc2ccc3c(c2)OCO3)c(Br)c1	11	1.2	4	-2.5	110	-5	1	-9	-2.7	12	0.9
O=c1c2ccccc2ncn1Cc1ccc(Cl)cc1	987*	.	-2	4.9	117	1	-1	.	-0.3	2	-0.2
CN(C)CCN(Cc1ccco1)S(=O)(=O)c1csc(C(N)=O)c1	-3	1.4	-7	1.3	99	10	1	11	-0.2	-12	-1.9
C=CCSc1nccc(=O)[nH]1	5	3.8	2	4.4	91	15	8	-29	4.8	-21	-2.8
Cc1ccc(NC(=O)CSCC(=O)NCc2ccco2)cc1	-9	1.8	-9	0.8	94	12	-2	.	0.0	-2	-2.3
CCC1(C)Cc2c(sc3nc(SC)n(Cc4ccccc4)c(=O)c23)CO1 (stereo unspecified)	5	0.8	-4	1.0	109	-4	-6	-5	2.4	-17	0.7
Cc1cc(C(C)(C)C)oc1C(=O)Nc1ccc(CC(=O)O)cc1	.	1.9	-4	2.1	100	-2	-2	18	2.6	4	0.3

Not a hit list; overall some 3.2% were active at least once.
